# Screens: PubChem BioAssay, National Center for Advancing Translational Sciences (NCATS)
# KCNH2 3.1 block: KCNH2 3.1 (human) potassium channel inhibition; activity change, % (tested at about 1.8 µM); U2OS KCNH2 3.1, thallium flux FluxOr; stronger effect = lower value; AID 720553; hit rate 0.95% among 340,000;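 active = maximum activity change below -70%; inconclusive = maximum activity change from -70% to -50%; inactive = maximum activity change above -50%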;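 note: thallium influx rate constant from kinetic fluorescence after stimulation buffer; % is set by controls: 0 for no effect and ±100 for the full control effect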
#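 Measured as rate of thallium-driven FluxOr signal in transduced U2OS cells carrying the 3.1 channel, read kinetically for 2 min upon stimulation; values are rate constants scaled to DMSO control wells.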
# Giardia killer: kills Giardia lamblia. Giardia lamblia trophozoite viability. hit rate 0.15% among 340,000. activity change, % at 7.66 µM, hits read low; in the data active = activity change below about -80%; inconclusive = between about -30% and that limit;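 note: parasites exposed to compound for two days anaerobically before the ATP read; % is set by controls: 0 for no effect and ±100 for the full control effect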
#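 Trophozoite viability was measured as ATP-dependent luminescence, read 15-30 min after reagent addition. Before that, parasites at 100 cells/well were exposed to compounds for 48 h, anaerobically, at 37 deg C.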
# RORgamma inh: ROR gamma (mouse) transcription inhibition | P51450 | Drosophila S2 Gal4-RORgamma UAS-luciferase reporter, 20 h | Potency, µM (series often up to 53.6 µM), without a hit: at the top dose activity change, negative = inhibition, usual class: inhibitors | hit rate 5.4% among 310,000 | AID 2551; note: potency is the fitted concentration of half-maximal effect; % is set by controls: 0 for no effect and ±100 for the full control effect; nearly all actives have a fitted effect of over 60% in size
# Target sequence (P51450 whole entry, looked up, the tested form may be a part): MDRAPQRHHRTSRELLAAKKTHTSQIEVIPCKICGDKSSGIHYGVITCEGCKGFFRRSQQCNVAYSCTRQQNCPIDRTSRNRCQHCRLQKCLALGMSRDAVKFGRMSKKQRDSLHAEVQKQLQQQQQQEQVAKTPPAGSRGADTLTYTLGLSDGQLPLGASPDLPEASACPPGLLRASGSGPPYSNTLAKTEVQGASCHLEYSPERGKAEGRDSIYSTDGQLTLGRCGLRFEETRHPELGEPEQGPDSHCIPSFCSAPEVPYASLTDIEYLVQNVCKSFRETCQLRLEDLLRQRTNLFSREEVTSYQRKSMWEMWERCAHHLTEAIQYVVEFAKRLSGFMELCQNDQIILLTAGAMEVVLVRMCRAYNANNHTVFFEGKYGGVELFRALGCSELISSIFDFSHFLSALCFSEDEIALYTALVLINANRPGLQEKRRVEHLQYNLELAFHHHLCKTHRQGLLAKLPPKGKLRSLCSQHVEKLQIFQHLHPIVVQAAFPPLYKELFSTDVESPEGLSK
#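 Luciferase reporter read in Schneider cells carrying Gal4-RORγ (mouse) and UAS-Photinus luciferase; cells given compound 1 h before 700 uM copper sulfate induction, then incubated 20 h at ambient temperature.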
# FBPA coupling cs: inhibits coupling enzyme system, counter-screen for aldolase hits | coupling enzyme system counterscreen, AmpLite Red fluorescence | hit rate 0.67% among 290,000 | activity change, negative = inhibition, % at 58.2 µM, hits read low | AID 2472; in the data active = activity change below about -30%; note: % is set by controls: 0 for no effect and ±100 for the full control effect
#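 First, compound is pin-transferred into glyceraldehyde-3-phosphate coupling-enzyme reagent at 57.5 uM final and held 10 min at RT. Next, substrate, coupling system and AmpLite Red are added. After 20 min RT, fluorescence (525/598 nm) is read.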
# NPC1 prom act: NPC1 promoter activation; hit rate 2.4% among 320,000; Huh7 NPC1 promoter luciferase reporter, 24 h; Potency, µM (top dose mostly 9.22 µM), for inactives: top-dose activation, hits mostly activators;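 note: potency is the fitted concentration of half-maximal effect; % of control where 0% means no effect; nearly all actives have a fitted effect of over 60% in size; reporter is driven by a mutant NPC1 promoter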
#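 Compounds in DMSO were transferred onto Huh7 NPC1-luciferase reporter cells pre-incubated 2 h; after 24 h at 37 °C, Amplite reagent was dispensed and luminescence recorded 10 min later.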
# VP16 counter: Gal4-VP16 reporter inhibition counter-screen; hit rate 3.5% among 310,000; AID 2546; Potency, µM (series often up to 53.6 µM), for inactives: at the top dose activity, negative = inhibition, hits mostly inhibitors; Drosophila S2 Gal4-VP16 UAS-luciferase, luminescence, 20 h;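 note: Gal4-VP16 expression switched on by copper sulfate through the metallothionein promoter; potency is the fitted concentration of half-maximal effect; % is set by controls: 0 for no effect and ±100 for the full control effect; nearly all actives have a fitted effect of over 50% in size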
# Rab9 prom act: activates the Rab9 promoter; Huh7 Rab9 promoter-luciferase reporter, luminescence, 24 h; Potency, µM (titrated, usually from 9.22 µM), without a hit: at the top dose activation, negative = inhibition, actives largely listed as activators; hit rate 2.8% among 320,000; note: potency is the fitted concentration of half-maximal effect; % of control where 0% means no effect; nearly all actives have a fitted effect of over 60% in size
#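 Cells were plated at 1500 per well in reduced-serum medium with 10% FBS and left 2 h. Compound in DMSO was then added for 24 h at 37 °C. Reporter signal was read by luminescence after 10 min with luciferase detection reagent.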
# ELG1 genotoxic: inducers of genotoxicity in HEK293T ELG1-luciferase cells; hit rate 1.3% among 330,000; Potency, µM (top dose mostly 46 µM), for inactives: at the top dose activity change, positive = activation, most hits filed as activators; HEK293T ELG1-luciferase reporter, luminescence, 16 h; AID 504466; note: potency is the fitted concentration of half-maximal effect; % of control where 0% means no effect; nearly all actives have a fitted effect of over 60% in size
#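 HEK293T cells expressing luciferase-tagged ELG1 were exposed to compound or DMSO vehicle for 16 hr at 37 °C and 5% CO2. Luciferase activity was then measured with ONE-Glo after 30 min at room temperature.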
# Tb PFK block: blocks T. brucei phosphofructokinase; hit rate 0.17% among 330,000; T. brucei PFK, ADP-Glo luminescence; Potency, µM (titrated, usually from 57.5 µM), without a hit: at the top dose activity, negative = inhibition, actives largely listed as inhibitors; O15648;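 note: potency is the fitted concentration of half-maximal effect; 0% = uninhibited 1x PFK enzyme wells and -100% = no-enzyme wells; nearly all actives have a fitted effect of over 60% in size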
# Target sequence (O15648 whole entry, looked up): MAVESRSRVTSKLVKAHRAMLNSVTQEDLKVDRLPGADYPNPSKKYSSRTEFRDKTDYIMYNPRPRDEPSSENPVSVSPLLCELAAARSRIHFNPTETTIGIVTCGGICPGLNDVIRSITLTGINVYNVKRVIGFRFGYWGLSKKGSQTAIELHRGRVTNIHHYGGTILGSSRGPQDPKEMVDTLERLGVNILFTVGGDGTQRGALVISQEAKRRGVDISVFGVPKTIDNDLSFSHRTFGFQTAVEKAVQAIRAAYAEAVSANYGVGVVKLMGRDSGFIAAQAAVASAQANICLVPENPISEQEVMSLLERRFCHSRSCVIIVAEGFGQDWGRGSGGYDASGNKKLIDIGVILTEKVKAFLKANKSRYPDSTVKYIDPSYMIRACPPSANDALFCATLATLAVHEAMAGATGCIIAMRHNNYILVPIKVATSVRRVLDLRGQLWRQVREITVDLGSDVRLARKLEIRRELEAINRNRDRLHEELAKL
#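 Compounds were pin-transferred as a titration series up to 57 uM into substrate buffer (0.5 mM F6P, 0.1 mM ATP, pH 8.0), then 1.25 nM PFK was added and reactions ran 45 min before ADP-Glo detection.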
# FLuc modulator: inhibits or activates purified firefly luciferase, miR-21 counter-screen; purified FLuc, Km substrates, luminescence inhibition; P08659; Potency, µM (highest dose often 57.5 µM), inactives show top-dose activity change, negative = inhibition, most hits filed as inhibitors; hit rate 6.9% among 360,000;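 note: potency is the fitted concentration of half-maximal effect; plate controls were vehicle for no effect and reference inhibitor for full effect; nearly all actives have a fitted effect of over 55% in size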
#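 Biochemical qHTS of compounds, final roughly 60 µM downward over six points, against 10 nM purified firefly luciferase using Km concentrations of substrates (10 uM D-luciferin, 10 uM ATP) in Tris acetate pH 7.5 buffer; luminescence output.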
# uPA surface inh: blocks generation of uPA at the cell surface | cell surface uPA generation assay, qHTS | Potency, µM (top dose mostly 38.3 µM), inactives show at the highest dose activity change, negative = inhibition, actives largely listed as inhibitors | hit rate 0.31% among 330,000 | AID 540303; active = well fitted inhibition curve with a large enough effect; inconclusive = small, poorly fitted or top-dose-only effect; inactive = no such curve, though single readings can be large or run the other way; tested in mouse RAW 264.7 cells; note: potency is the fitted concentration of half-maximal effect; % is set by controls: 0 for no effect and ±100 for the full control effect; nearly all actives have a fitted effect of over 55% in size
# Active calls of the source: *; ? = inconclusive; nt = no result given; [ ] = dose if it differs, or a comment. Unless noted, calls come from the whole dose curve; as a rule, active = well fitted curve in the direction sought with a large enough effect; inconclusive = small, poorly fitted or top-dose-only effect, or another doubt; inactive = no such curve, though single readings can be large; an effect the other way counts as inactive or inconclusive.
SMILES,KCNH2 3.1 block,Giardia killer,RORgamma inh,FBPA coupling cs,NPC1 prom act,VP16 counter,Rab9 prom act,ELG1 genotoxic,Tb PFK block,FLuc modulator,uPA surface inh
O=C(c1ccccc1)N(CCO)Cc1cc2cc3c(cc2[nH]c1=O)OCCO3,-1,-15,-9%,3,0%,-9%,3%,5%,5%,-3%,4%
COc1cccc(N2CCN(C(=O)c3cccn4c(=O)c5c(C)c(C)sc5nc34)CC2)c1,11,9,17%,2,3%,0%,2%,14%,-1%,4%,4%
O=C(c1cccc(S(=O)(=O)N2CCc3ccccc3C2)c1)N1CCN(c2ccc(O)cc2)CC1,-1,-27,24%,0,2%,3%,2%,-5%,-13%,-11%,-16%
Cc1nsc(N)c1C(=O)O,1,-25,16%,0,-7%,-8%,0%,5%,0%,-1%,-5%
CCC1(C)C2(C#N)C(N)=NC(OC)(OC)C12C#N (stereo unspecified),-10,-2,4%,1,-3%,-12%,-4%,0%,3%,-2%,7%
O=C(Nc1nc2c(F)cc(F)cc2s1)c1ccc([N+](=O)[O-])o1,9,-86*,-32%,-3,2.2µM*,?,1.6µM*,-1%,0%,17µM*,-7%
Cc1cc(N2CCOCC2)nc2ccccc12,3,3,23%,-2,-5%,-3%,13%,14%,-1%,?,-2%
N#Cc1ccc(NC(=O)CSc2cn[nH]n2)cc1,-2,-6,4%,2,2%,-3%,-2%,-4%,1%,1%,-5%
NC(=O)c1nsc(C(=O)N(c2ccccc2F)C(C(=O)NCc2ccc(F)cc2)c2ccc(O)cc2)c1N (stereo unspecified),-4,7,14%,-1,-1%,-12%,-1%,-18%,-1%,6%,2%
CCCSC1=N/C(=C\c2ccc([N+](=O)[O-])o2)C(=O)S1,-13,5,2%,-7,0%,17%,-2%,0%,-20%,?,-3%
CN(c1ccc(OCC(=O)OCC(=O)Nc2c(F)c(F)c(F)c(F)c2F)cc1)S(=O)(=O)c1ccc(F)cc1,-2,2,-2%,2,-1%,-8%,2%,0%,-2%,5%,2%
CN(Cc1cn(-c2ccccc2)nc1-c1ccc(F)cc1)C(=O)CCC(=O)O,8,-4,34%,3,-2%,3%,-3%,4%,0%,12µM*,-3%
CCOC(=O)c1sc(C)nc1C1CCN(C(=O)OCC)CC1,-4,-5,10%,2,0%,-2%,11%,-2%,-6%,2%,11%
O=C(Nc1nc(-c2cccs2)cs1)c1ccc(Cl)s1,-17,-6,?,-1,25%,?,23%,?,-1%,13µM*,-29%
Cc1ccc(Cl)cc1NC(=O)c1ocnc1C,11,-6,3%,-1,0%,-4%,-3%,4%,0%,2%,nt
CCNC(=S)N1CCN(c2nc(CC)nc3sc4c(c23)CCCC4)CC1,-6,9,-54%,0,-7%,?,-3%,-11%,-2%,4%,-11%
COc1ccc(/C(C)=N/NS(=O)(=O)c2cc(C)ccc2C)c(OC)c1,0,22,-16%,0,-4%,-17%,-2%,-15%,0%,?,1%
COc1ccnc(Oc2ccccc2)c1C#N,4,-9,4%,0,-1%,-3%,1%,-1%,2%,-1%,0%
CCOc1ccc(N(C(=O)c2ccccc2Cl)C2=NC(C)(C)CS2)cc1,3,6,3.2µM*,1,23%,-16%,?,11%,0%,3%,-3%
C=CCNC(=O)c1onc(CSc2cc(C)cc(C)c2)c1C(=O)O,1,-23,?,9,-1%,?,4%,-5%,2%,-10%,14%
CCOC(=O)C1=C(CN2c3ccccc3CC2C)NC(=O)NC1c1ccccc1 (stereo unspecified),-21,4,21%,nt,-6%,-1%,0%,-4%,1%,0%,3%
O=C(COc1ccc(S(=O)(=O)N2CCCC2)cc1)NCCC1=CCCCC1,1,-6,-13%,1,2%,8%,-1%,-1%,-17%,-2%,-1%
COC(C[C@@H]1O[C@@H]1[C@H](O)[C@@H](C)OCc1ccccc1)OC,-1,-12,0%,-4,-2%,-3%,0%,5%,0%,2%,7%
CCN1CCN(C(=O)C2CCN(c3nnc(C)c4c(C)n(-c5ccc(C)cc5)nc34)CC2)CC1,6,-15,11%,4,10%,3%,-8%,1%,-10%,2%,?
CCOc1ccccc1N1CCN(C(=O)C(F)(F)F)CC1,2,15,-8%,0,1%,-5%,-1%,1%,0%,-1%,4%
# (more compounds)
SMILES,KCNH2 3.1 block,Giardia killer,RORgamma inh,FBPA coupling cs,NPC1 prom act,VP16 counter,Rab9 prom act,ELG1 genotoxic,Tb PFK block,FLuc modulator,uPA surface inh
Cc1[nH]n(-c2ccccc2)c(=O)c1/C=N/N1C(=O)c2cccc3cccc(c23)C1=O,5,17,7.1µM*,3,-3%,?,-10%,12%,-10%,?,-6%
CCn1c(C(C)NC(=O)c2cccc(C)c2)nc2ccccc21 (stereo unspecified),-8,-6,?,-1,3%,?,-9%,-2%,-12%,-1%,10%
CC(C)c1ccc(-c2nnc(N)s2)cc1,4,?,-9%,4,3.2µM*,-16%,2.2µM*,18µM*,-3%,1.9µM*,-6%
FC(F)(F)c1cc(CO[C@@H]2CCCN[C@@H]2c2ccccc2)cc(C(F)(F)F)c1,-10,-6,nt,nt,-5%,nt,-3%,-1%,-4%,0%,14%
COC(CNC(=O)c1ccc2c(c1)ncn2-c1ccc(F)c(F)c1)OC,nt,-3,15%,0,0%,6%,0%,6%,-3%,-4%,-3%
COc1ccc(CNC(=O)C2CCC(CNc3c(N4CCC(C)CC4)c(=O)c3=O)CC2)cc1 (stereo unspecified),4,4,-22%,-3,-2%,-6%,-2%,7%,-2%,4%,-6%
Cc1cc(C)nc(N2CCN(C(=O)c3ccc(S(=O)(=O)N4CCCCCC4)cc3)CC2)n1,-1,-2,10%,0,-6%,-3%,-6%,-12%,1%,-8%,-4%
O=C(NCc1ccc(C(F)(F)F)cc1)C1CC(c2ccccc2[N+](=O)[O-])=NO1 (stereo unspecified),-2,1,?,3,-2%,-4%,1%,-4%,-10%,4%,5%
O=C(/C=C/c1ccc(Br)cc1)NC(=S)Nc1ccc(S(=O)(=O)Nc2nccs2)cc1,-3,3,28%,2,1%,-12%,-4%,3%,0%,1%,2%
O=C(Cn1cnc2c(nnn2Cc2ccccc2)c1=O)c1ccccc1,-1,22,?,0,-1%,0%,3%,0%,2%,-1%,3%
COc1cc2c(cc1C1NC(=S)NC(C)=C1C(=O)N(C)C)CCCC2 (stereo unspecified),-4,19,-33%,-1,-1%,-1%,-1%,1%,-9%,3%,1%
CC(=O)Nc1cc(-c2nn(C)c(=O)c3ccccc23)ccc1N1CCOCC1,-10,6,-17%,1,-2%,-2%,14%,?,1%,-1%,2%
c1csc(-c2nn3c(C4COc5ccccc5O4)nnc3s2)c1 (stereo unspecified),-7,-8,-18%,1,19%,-1%[0.365 µM],1%,?,?,1%,2%
CC1(C)CC2CC(C)(CN2C(=O)Cc2ccccc2)C1 (stereo unspecified),-7,1,-13%,1,-2%,4%,-9%,-5%,0%,?,0%
Cc1c(/C=C/C(=O)c2ccccc2)cnn1C,12,-6,-9%,nt,?,-17%,?,?,-8%,4.8µM*,-5%
O=c1nc(N2CCOCC2)ccn1-c1nc(-c2ccccc2)oc1-c1ccccc1,-24,-14,4%,-1,2%,-10%,9%,0%,?,-18%,-13%
O=C(Nc1c(F)cccc1F)c1ccc(-n2cncn2)nc1,-3,5,1%,3,-3%,2%,4%,0%,0%,0%,5%
O=C(NCCNc1ccc(Cl)cc1[N+](=O)[O-])c1ccccc1F,36,-18,32%,-1,21%,-7%,20%,8%,-7%,?,-14%
Cc1ccc(-n2c(SCC(=O)N3CCCCC3)nc(O)cc2=O)cc1,-2,20,0%,4,-3%,-2%,-2%,0%,-1%,3%,-2%
COc1cc([C@@H]2[C@H]3CNCC=C3C(C#N)=C(N)C2(C#N)C#N)ccc1OC(C)C,9,6,-1%,1,-1%,0%,-4%,-8%,-1%,2%,14%
O=C(CN1CCN(S(=O)(=O)c2ccccc2F)CC1)NCC1(N2CCOCC2)CCCCC1,0,-10,nt,nt,-3%,nt,-5%,1%,14%,0%,-10%
Cc1cccc(NCC(=O)NNC(=S)Nc2ccccc2)c1,-3,1,11µM*,6,2%,?,-1%,-1%,0%,-1%,-2%
O=C1/C(=C/c2ccco2)Oc2c1ccc(O)c2CN1CCCCC1,-1,-4,26%,-8,4%,-4%,-2%,0%,-4%,-10%,-8%
Cc1ccccc1-c1nc(CS(=O)(=O)CC(=O)NCc2ccc3c(c2)OCO3)c(C)o1,-3,-23,6%,5,-3%,0%,-1%,-2%,7%,-3%,-9%
CCOC1(OCC)N=C(N)C2(C#N)C(c3cccc(C)c3)C12C#N (stereo unspecified),4,-19,1%,4,-1%,-7%,2%,1%,0%,-1%,0%
Cc1ccc(-n2c(SCC(=O)Nc3ccc(N4CCOCC4)cc3)nc3ccccc3c2=O)cc1,1,5,?,2,-1%,-1%,1%,5%,2%,4%,5%
N#C/C(=C\c1ccccn1)c1ccccn1,-3,3,-29%,1,29%,-18%,?,5%,3%,?,-16%
